Screening data (PubChem)
EPAC1 antag – blocks human EPAC1 exchange factor | EPAC1 GEF assay, Rap1b-BODIPY-GDP exchange fluorescence | Potency, µM (highest dose often 115 µM), for inactives: top-dose activity change, negative = inhibition, usual class: inhibitors | AID 720709 | O95398 | 360,000 tested, 0.14% active;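 further: potency means the concentration at half of the fitted maximal effect; plate controls were vehicle for no effect and positive control for full effect; nearly all actives have a fitted effect of over 50% in size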
PLK1 PBD block – blocks phosphopeptide binding to human PLK1 polo-box domain. Plk1 PBD binding of FITC phosphopeptide, fluorescence polarization. AID 720504. Potency, µM, for the others: max response, negative = inhibition, usual class: inhibitors. 360,000 tested, 2.8% active; further: potency means the concentration at half of the fitted maximal effect; series mostly up to about 57 µM; on the % scale 0 is the no-effect control and ±100 the full control effect; nearly all actives have a fitted effect of over 65% in size
IL-2 act – activates IL-2 in a cell-based reporter assay | activation, % (series mostly up to about 46 µM) | 360,000 tested, 0.065% active | AID 652025 | IL-2 activation reporter assay, cell-based qHTS; stimulated with anti-CD3/CD4/CD28 beads; in transgenic mouse T cells; in the data active means activation above about 50%; inconclusive means mostly about 30% to 49%; further: 0% is about no effect
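First, unstimulated transgenic mouse T cells were exposed to compound for 60 min. Next, anti-CD3/anti-CD4-coated beads with anti-CD28 were added. Finally, after 18 h at 37 degrees C, EGFP and DsRed were imaged.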
EPAC1 ag – agonists of human EPAC1; AID 720707; EPAC1 agonist qHTS, biochemical assay; response scale: 100% = response to 6.5 mM cAMP; 360,000 tested, 0.073% active; Potency, µM (series often up to 154 µM), inactives show top-dose activation, actives largely listed as activators; further: potency means the concentration at half of the fitted maximal effect; nearly all actives have a fitted effect of over 60% in size
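Multi-concentration qHTS readout: loss of Rap1B-bound BODIPY-GDP fluorescence driven by 100 nM EPAC1 with excess GDP (50 uM), monitored kinetically at room temperature; agonist response expressed relative to 6.5 mM cAMP.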
WRN inhibitor – inhibitors of human WRN helicase | Potency, µM (series often up to 114 µM), inactives show at the top dose activity change, negative = inhibition, usual class: inhibitors | Q14191 | 360,000 tested, 0.46% active | WRN helicase unwinding, fluorescent forked duplex, kinetic; further: potency means the concentration at half of the fitted maximal effect; on the % scale 0 is the no-effect control and ±100 the full control effect; nearly all actives have a fitted effect of over 55% in size
Target sequence (Q14191 whole entry, looked up): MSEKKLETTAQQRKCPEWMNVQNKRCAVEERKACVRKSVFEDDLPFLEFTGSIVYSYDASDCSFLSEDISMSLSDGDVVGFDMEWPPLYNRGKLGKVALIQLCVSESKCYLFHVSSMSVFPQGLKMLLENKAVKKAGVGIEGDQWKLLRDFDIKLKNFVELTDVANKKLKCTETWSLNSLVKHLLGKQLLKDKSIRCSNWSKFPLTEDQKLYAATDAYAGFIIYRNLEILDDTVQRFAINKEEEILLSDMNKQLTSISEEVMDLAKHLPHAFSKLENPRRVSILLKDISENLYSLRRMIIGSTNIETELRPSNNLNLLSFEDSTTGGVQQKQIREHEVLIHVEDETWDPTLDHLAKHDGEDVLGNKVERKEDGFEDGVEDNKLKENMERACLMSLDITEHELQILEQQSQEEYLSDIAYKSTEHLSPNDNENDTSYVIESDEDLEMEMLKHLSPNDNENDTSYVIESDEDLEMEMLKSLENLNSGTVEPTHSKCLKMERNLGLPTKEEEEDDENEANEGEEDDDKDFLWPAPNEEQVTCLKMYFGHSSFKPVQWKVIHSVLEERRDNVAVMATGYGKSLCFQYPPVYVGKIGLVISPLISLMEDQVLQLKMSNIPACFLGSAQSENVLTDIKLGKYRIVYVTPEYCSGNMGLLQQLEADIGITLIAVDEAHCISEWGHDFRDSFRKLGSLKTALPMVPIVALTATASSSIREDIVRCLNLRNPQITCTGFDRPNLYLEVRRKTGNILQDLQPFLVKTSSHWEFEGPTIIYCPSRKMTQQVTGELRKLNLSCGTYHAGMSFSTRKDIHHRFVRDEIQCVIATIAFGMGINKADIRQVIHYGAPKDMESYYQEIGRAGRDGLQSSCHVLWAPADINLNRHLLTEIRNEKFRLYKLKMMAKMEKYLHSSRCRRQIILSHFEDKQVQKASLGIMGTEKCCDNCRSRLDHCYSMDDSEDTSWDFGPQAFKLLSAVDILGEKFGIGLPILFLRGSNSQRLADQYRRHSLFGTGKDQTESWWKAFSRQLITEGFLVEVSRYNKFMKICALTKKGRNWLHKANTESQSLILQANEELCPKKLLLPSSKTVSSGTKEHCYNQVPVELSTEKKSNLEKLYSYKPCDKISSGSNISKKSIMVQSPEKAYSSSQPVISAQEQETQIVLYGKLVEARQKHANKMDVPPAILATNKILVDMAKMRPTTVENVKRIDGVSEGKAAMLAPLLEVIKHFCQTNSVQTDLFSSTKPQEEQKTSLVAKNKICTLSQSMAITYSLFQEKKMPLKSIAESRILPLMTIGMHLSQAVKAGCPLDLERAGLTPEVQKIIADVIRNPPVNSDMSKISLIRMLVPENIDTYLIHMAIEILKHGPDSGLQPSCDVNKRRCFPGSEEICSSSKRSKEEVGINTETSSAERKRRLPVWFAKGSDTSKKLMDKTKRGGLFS
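Primary qHTS, 1536-well format. 20 nM WRN + compound, 15 min RT; start with 100 nM forked fluorophore/quencher duplex, 2 mM ATP (final); kinetic read ex 525/em 598 nm.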
Abeta rescue – restores growth of yeast expressing A-beta42 peptide; yeast expressing A-beta42, growth rescue, OD600, 48 h; response scale: 0% DMSO, 100% iron-clioquinol control; Potency, µM (series often up to 46.1 µM), for inactives: top-dose growth rescue, most hits filed as activators; 410,000 tested, 0.063% active; AID 1347071; further: potency means the concentration at half of the fitted maximal effect; nearly all actives have a fitted effect of over 55% in size
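Yeast A-beta toxicity model in growth medium with pinned compounds, 48 h at 30 C; growth read as absorbance at 600 nm. Normalized to FeCl3/clioquinol equimolar mix (positive) and DMSO (negative).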
FUS yeast rescue – rescues growth of FUS-expressing yeast. S. cerevisiae FUS-expressing, growth rescue, OD600, 24 h. Potency, µM (doses to about 76.6 µM), without a hit: at the highest dose growth rescue (activation), usual class: activators. 390,000 tested, 0.24% active. AID 1347120;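 further: potency means the concentration at half of the fitted maximal effect; plate controls were DMSO vehicle for no effect and reference control for full effect; nearly all actives have a fitted effect of over 55% in size; some results filed as inactive show a strong effect at the top dose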
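Cultures pregrown in 2.5% raffinose medium are shifted to minimal medium containing 2% galactose to express toxic FUS. Compounds are tested at several concentrations. After 24hr at 30C, growth is quantified at 600 nm absorbance.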
PI5P4K alpha inh – PI5P4K alpha (human) kinase inhibition. PI5P4Kalpha enzyme, ADP-Glo luminescence, 60 min; stronger effect = lower value. 330,000 tested, 1.2% active. max response, %. P48426. AID 652105; active means max response of -50% or lower; inconclusive means between -30% and -50%; inactive means -30% or higher; further: value at the top dose of about 77 µM; on the % scale 0 is the no-effect control and ±100 the full control effect
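ADP-Glo luminescence end-point after a 60 min room-temperature kinase reaction. PI5P4Kalpha and substrate in HEPES pH 7.4 buffer with EGTA, 0.1% CHAPS and 5% DMSO; ATP at 5 microM final.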
* marks the source's active call; other numbers are inactive results; ? = inconclusive; nt = no result given; & = joins results of further samples; [ ] = remark or other dose. Unless noted, the call rests on the fitted dose curve; in most records, active means well fitted curve in the direction sought with a large enough effect; inconclusive means small, poorly fitted or top-dose-only effect, or another doubt; inactive means no such curve, though single readings can be large; an effect the other way counts as inactive or inconclusive. This is a random part of the collection (roughly 4.1% active in at least one column).

SMILES	EPAC1 antag	PLK1 PBD block	IL-2 act	EPAC1 ag	WRN inhibitor	Abeta rescue	FUS yeast rescue	PI5P4K alpha inh
O=C(NNC(=O)C1CCCN(S(=O)(=O)c2cccc(F)c2)C1)C1CC1 (centres undefined)	-1%	-7%	2.4	5%	11%	-2%	20%	1
CC[C@@]1(C(=O)OC)N[C@H](CN(C)C(=O)COc2ccccc2)[C@@H]2C(=O)N(Cc3ccccc3)C(=O)[C@@H]21	-5%	-17%	0.3	-17%	-3%	-4%	17%	5
CCN(CC)CCSc1nnc(Nc2ccccc2)n1-c1ccccc1	-2%	-19%	2.9	10%	-29%	-6%	19%	1
Cc1cccc(C)c1NC(=O)C1CCN(S(C)(=O)=O)CC1	10%	-3%	-1.1	-2%	10%	1%	-9%	15
Cc1nnc(NNS(=O)(=O)c2ccc(Cl)cc2)[nH]c1=O	?	-15%	1.6	-1%	-2%	3%	-4%	1
Cc1ccc(C)c(NC(=O)c2ccc(S(=O)(=O)C(F)F)cc2)c1	-9%	-10%	-3.4	0%	4%	16%	10%	-4
O=C1/C(=C/c2cccc([N+](=O)[O-])c2)Oc2cc(O)ccc21	-4%	2%	0.7	2%	0%	3%	26%	?
CCCCCCC#Cc1ccc2c(c1)COc1c3ccccc3nn1-2	1%	-11%	-0.4	-4%	-1%	-18%	-18%	12
CCCCn1nnnc1C(c1cc2ccccc2o1)N1CCCN(C(=O)OC(C)(C)C)CC1 (centres undefined)	-12%	4%	-0.9	-17%	-6%	-2%	30%	11
COc1ccc(CNC(=O)c2ccc(N3CCCC3=O)cc2)cc1	-3%	-10%	-1.1	4%	-6%	-7%	12%	nt
FC(F)(F)c1cccc(-c2cncc(N3CCN(CCN4CCCC4)CC3)n2)c1	-2%	-8%	-0.2	-4%	-8%	-22%	0%	1
Cc1ccc(S(=O)(=O)Nc2cccc(Cl)c2)cc1NC(=O)c1cccnc1	-13%	5%	-3.2	-8%	-6%[57.1 µM]	15%	18%	0
CCCS(=O)(=O)N1CCCC(C(=O)Oc2ccccc2Cl)C1 (centres undefined)	-4%	-8%	-1.1	5%	-8%	-9%	-15%	-2
COc1ccc(OC)c(C(Nc2ccccc2)P(=O)(OC(C)C)OC(C)C)c1 (centres undefined)	-1%	7%	0.4	-10%	-10%	10%	18%	13
Cc1sc2nc(SCC(=O)N(CCO)CCO)n(C3CCCCC3)c(=O)c2c1C	4%	-10%	0.1	0%	-3%	4%	8%	16
CCc1ccccc1NC(=O)CN1CCN(C(=O)CNC(=O)Cc2cccc3ccccc23)CC1	-1%	-3%	-0.5	0%	0%	12%	23%	-6
O=C(NCCNc1ccccc1[N+](=O)[O-])c1ccccc1F	-10%	-4%	0.1	-3%	0%	-5%	8%	4
COc1cc(C2Nc3cc(C)c(C)cc3NC3=C2C(=O)CC(C)(C)C3)ccc1OC(C)=O (centres undefined)	-5%	3%	0.3	-8%	5%	-8%	-7%	2
CCOC(=O)N1CCN(c2nc(C)c3c(n2)CCCC3=O)CC1	5%	-3%	1.8	2%	2%	4%	17%	-3
NC(=O)C1CCN(C(c2ccccc2Cl)c2nnnn2Cc2ccc3c(c2)OCO3)CC1 (centres undefined)	7%	1%	-0.5	-3%	-6%[57.1 µM]	6%	6%	5
CCOC(=O)C1CCN(c2c(Nc3ccc(C)c(C)c3)c(=O)c2=O)CC1	-9%	1%	-3.9	1%	-2%	3%	-7%	2
CCC(c1nnnn1CCOC)N(Cc1ccc(C)cc1)Cc1cc2cc(OC)ccc2[nH]c1=O (centres undefined)	-2%	-5%	-2.8	-11%	-11%	0%	nt	2
COCCn1c(=N)c(C(=O)NCCc2ccc(OC)cc2)cc2c(=O)n3cccc(C)c3nc21	10%	-7%	0.5	2%	-2%	9%	-5%	-2
CN(C(=O)c1cccc(NC(=O)c2ccccc2)c1)C1CCCCC1	-5%	2%	1.6	-1%	1%	28%	28%	3
COc1ccccc1NS(=O)(=O)c1cc(NC(=O)c2ccc(NC(C)=O)cc2)ccc1N1CCOCC1	4%	27µM*	1.6	8%	-20%	1%	nt	-24
NC(=O)CSc1nnc(NC(=O)C23CC4CC(CC(C4)C2)C3)s1	7%	-3%	-1.4	-3%	1%[57.1 µM]	21%	16%	-7
O=C(Cn1cnc2ccccc2c1=O)N1CCN(c2ccc(F)cc2)CC1	16%	-18%	1.6	3%	0%	2%	11%	-10
Cc1ccc(NC(=O)CN(C)C(=O)CSc2ccccc2F)cc1	5%	21µM*	-0.7	-6%	-12%	19%	2%	4
Cc1onc(-c2ccccc2Cl)c1C(=O)Nc1ccc(F)c(F)c1	-3%	-6%	0.1	2%	9%	-16%	-14%	-2
O=C(O)Cc1sc(NCc2ccco2)nc1-c1ccccc1	9%	?	-3.5	10%	-4%	6%	5%	10
O=C(Cc1c[nH]c2ccccc12)N/N=C/c1ccc(F)cc1	-1%	-1%	-3.0	-8%	-28%	1%	nt	9
CCOC(=O)c1ccc(OCCOc2ccccc2C)cc1	-8%	-2%	-0.7	-6%	-1%	-9%	9%	2
Cc1cccc(C)c1NC(=O)COC(=O)c1c(C)nn(-c2ccccc2)c1C	0%	3%	-0.1	2%	-1%	-8%	0%	4
COc1ccccc1NS(=O)(=O)c1cc(NC(C)=O)ccc1N1CCCCC1	-18%	9.5µM*	-0.7	12%	-12%	-11%	31%	-23
Cn1c2ccccc2c2c(C(=O)NCCCN3CCCC3=O)cn(C3CCCCC3)c(=O)c21	8%	-1%	-2.0	4%	-3%	13%	13%	1
Cc1ccc2c(COC(=O)c3c(C)noc3C)cc(=O)oc2c1	-18%	-1%	-0.1	4%	16%	23%	4%	1
CCNC(=S)N/N=C1\C(=O)c2cccc3cccc1c23	14%	-6%	-1.2	4%	-5%	-9%	-22%	-1
COc1ccc2ccccc2c1/C=N/NC(=O)c1cccc(Br)c1	0%	5%	1.4	-6%	0%	29%	-8%	0
CCNc1nc(NCC)nc(N(C)n2cnnc2)n1	5%	1%	-4.3	-2%	2%	22%	2%	nt
CCCCCCCOC(=O)c1nc(Cl)c(Cl)c(N)c1Cl	?	-14%	-5.5	-9%	-13%	6%	20%	27
COC(=O)C1(C(=O)OC)C[C@H](/C=C/c2ccccc2)N(Cc2ccccc2OC)[C@@H]1c1ccccc1	-17%	13%	-0.1	3%	-8%	-5%	20%	4
Cc1nn(Cc2ccc(Cl)cc2)c(C)c1NC(=O)c1cc(-c2ccc3c(c2)OCO3)on1	-1%	2%	-0.7	-9%	-4%	15%	16%	nt
CC1CCCCC1NC(=O)CN1C(=O)NC(C)(c2ccc(OC(F)F)cc2)C1=O (centres undefined)	-28%	-13%	-0.3	1%	0%	1%	nt	-4
CCn1nc(C(=O)NNC(=O)c2ccccc2)c2ccccc2c1=O	7%	-2%	0.7	0%	1%	-12%	-6%	4
CCC1(C2C=COC=C2)NC(=O)NC1=O (centres undefined)	12%	-1%	0.0	-10%	8%[57.1 µM]	-16%	-6%	1

Rewritten as labelled records: part of the list above
molecule: CCOC(=O)c1ccc(OCCOc2ccccc2C)cc1
  EPAC1 antag: -8%
  PLK1 PBD block: -2%
  IL-2 act: -0.7
  EPAC1 ag: -6%
  WRN inhibitor: -1%
  Abeta rescue: -9%
  FUS yeast rescue: 9%
  PI5P4K alpha inh: 2
molecule: Cc1cccc(C)c1NC(=O)COC(=O)c1c(C)nn(-c2ccccc2)c1C
  EPAC1 antag: 0%
  PLK1 PBD block: 3%
  IL-2 act: -0.1
  EPAC1 ag: 2%
  WRN inhibitor: -1%
  Abeta rescue: -8%
  FUS yeast rescue: 0%
  PI5P4K alpha inh: 4

(next part)
SMILES	EPAC1 antag	PLK1 PBD block	IL-2 act	EPAC1 ag	WRN inhibitor	Abeta rescue	FUS yeast rescue	PI5P4K alpha inh
CC(C)c1nc(Cl)c(C#N)c2c1COC(C)(C)C2	-3%	-1%	-0.8	2%	1%	2%	-12%	0
O=C(COC(=O)c1cc[n+]([O-])cc1)Nc1ccc(Cl)cc1[N+](=O)[O-]	0%	4%	0.8	-4%	1%	-3%	7%	-6
CN(Cc1c(C(=O)N/N=C/c2c(F)cccc2Cl)nnn1-c1nonc1N)C1CCCCC1	-11%	-9%	-3.3	1%	12%	-15%	-8%	-5
CN(C)c1nc(N/N=C/c2c[nH]c3ccccc23)nc(N2CCOCC2)n1	-6%	-14%	0.2	4%	4%	17%	-3%	-3
Cc1nn2cnnc2c(C)c1Cc1ccc(Cl)cc1	11%	-18%	-0.5	-4%	10%	9%	-18%	2
COc1ccc(-c2cc(C(=O)Nc3cccc(S(=O)(=O)NCc4ccco4)c3)c3ccccc3n2)cc1OC	4%	-4%	-0.9	15%	-10%	1%	?	-4
COc1ccccc1NNC(=O)C(O)(c1ccccc1OC)c1ccccc1OC	-1%	-26%	2.0	5%	2%	21%	13%	-2
Cc1ccc(S(=O)(=O)N2CCC(=O)N(C(COCc3ccc(Cl)cc3)C(C)C)CC2)cc1 (centres undefined)	-18%	2%	-1.8	5%	-8%	1%	41%	13
CCS(=O)(=O)c1ccc2c(c1)N(S(=O)(=O)c1ccc(Cl)cc1)CC(C(=O)O)O2 (centres undefined)	-28%	-13%	2.9	-6%	-6%	-5%	9%	-9
Cc1ccc([C@@H]2[C@@H]3C(=O)N(c4ccccc4)C(=O)[C@@H]3[C@]3(C)C(=O)N(Cc4ccc(-c5ccccc5)cc4)CC(=O)N23)o1	-12%	?	0.4	-34%[inhibitor]	-2%	7%	?	-9
Cc1ccc(-n2c(SCC(N)=O)nc3c(oc4ccccc43)c2=O)cc1	-19%	-16%	-0.4	3%	-1%	-16%&0%	15%&-10%	-3
CSc1nc(Sc2ccc(Cl)cc2)c2ccccc2n1	-15%	4%	0.1	4%	-8%	15%	-10%	21
O=C(NCc1ccccc1)c1nnc(CS(=O)(=O)c2ccccc2)o1	3%	-5%	-3.8	-4%	-9%	-8%	9%	-8
N#C/C(=C(/O)COC(=O)c1ccccc1O)c1nc2ccccc2s1	-17%	-23%	-0.6	-1%	-8%[57.1 µM]	-18%	14%	?
CC(C)n1cnc2cc(NCc3ccco3)ccc21	9%	-8%	0.4	-5%	-5%[57.1 µM]	0%	41%	nt
NC(=O)c1csc(CCNC(=O)c2ccccc2)n1	7%	-1%	6.1	10%	-2%	0%	-22%	3
O=C(Nc1ccccc1F)C1CCCN(S(=O)(=O)c2cccc3cccnc23)C1 (centres undefined)	-21%	-15%	-2.4	-2%	-8%	1%	-4%	5
COc1ccc(NC(=O)COc2ccc(Br)cc2)c(OC)c1	-10%	-5%	0.2	6%	-3%	8%	-1%	13
c1ccc2nc(NN=C3CCCCC3)ccc2c1	?	-13%	-5.3	-12%	-3%	-1%	nt	12
